Screening results as filed in PubChem BioAssay.
TNAP activators: human TNAP enzyme activators, primary screen, biochemical, luminescent, no phosphate acceptor, uHTS (AID 1001). purified TNAP, luminescent activation assay, no phosphate acceptor; higher activation fold means a stronger effect. activation fold at 20 µM, or EC50 in µM where a hit was titrated. hit rate 0.03% among 200,000. Alkaline phosphatase, tissue-nonspecific isozyme (Homo sapiens); in the data active = activation fold from about 3, or a potency from the dose series; inactive = the rest, 99 in 100 with activation fold below about 1.6; also: many of its hits are not listed in these tables
Salmonella PhoP GFP: inhibitors of PhoP regulon expression, primary screen, Salmonella Typhimurium, GFP reporter (AID 1863) | S. Typhimurium PhoP-regulated promoter GFP reporter, 4 h; higher % means a stronger effect | inhibition, % at 50 µM; hits with a dose series show IC50 in µM | hit rate 0.16% among 300,000;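 active = inhibition over 29.93%, a cutoff 3 SD above the screen mean, later confirmed by dose response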;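 also: 0% = low Mg2+ inducing control and 100% = high Mg2+ repressing control; strong numbers were not always called active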
human PMI inhibitors: human PMI inhibitors, high substrate, primary screen, biochemical, fluorescence intensity, high mannose 6-phosphate (AID 1220). Mannose-6-phosphate isomerase (Homo sapiens). recombinant PMI enzyme, coupled fluorescence intensity; higher % means a stronger effect. inhibition, % at 20 µM; hits with a dose series show IC50 in µM. hit rate 0.66% among 190,000
West Nile antiviral: West Nile virus antiviral activity, cell-based, CPE readout (AID 1621); West Nile virus-infected cells, CPE inhibition; higher % means a stronger effect; CPE inhibition, % at 10 µM, or IC50 in µM where a hit was titrated; hit rate 0.02% among 290,000; in the data active = a potency from the dose series; also: strong numbers were not always called active
RSV CPE inhibition: RSV antiviral activity via CPE protection, HEp-2 cells, primary 10 µM value included (AID 2391) | HEp-2 cells, RSV-induced CPE inhibition; higher % means a stronger effect | hit rate 0.13% among 310,000 | CPE inhibition, % at 10 µM, or IC50 in µM where a hit was titrated; in the data active = a potency from the dose series; also: strong numbers were not always called active
Ins promoter up: insulin promoter activators in MIN6 cells, imaging, high-content screening, mouse beta cells; MIN6 insulin promoter-GFP reporter; hits give high values; z-score at 5 µM; hit rate 0.3% among 190,000; AID 1625, 2009;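 active = z-score above 3 at 5 µM with at least 500 cells counted in the well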
SV40 large T antigen: SV40 large T antigen inhibitors, biochemical (AID 1903); SV40 large T antigen ATPase/helicase inhibition assay; higher % means a stronger effect; inhibition, % at 20 µM; hits with a dose series show IC50 in µM; hit rate 0.39% among 310,000; in the data active = a potency from the dose series; also: strong numbers were not always called active
ER stress rescue: rescue of cells from ER stress-induced death, primary screen, 384-well, CSM14.1, thapsigargin, ATP luminescence (AID 1222) | CSM14.1 thapsigargin-induced death rescue, ATP luminescence; higher % means a stronger effect | cellular ATP content (survival), % at 20 µM; hits with a dose series show EC50 in µM | 190,000 tested, under 10 active;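 active = EC50 below 50 µM in the dose-response confirmation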;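 also: death triggered by thapsigargin at about 15 µM added after 2 h compound pretreatment; cell ATP read after overnight thapsigargin exposure of roughly 18 to 22 hours; normalized against plate controls of thapsigargin alone and 5% DMSO vehicle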
PMI inhibitors: inhibitors of human PMI, primary screen, biochemical, fluorescence intensity, coupled assay (AID 1209) | purified PMI enzyme, coupled fluorescence intensity; higher % means a stronger effect | hit rate 0.42% among 190,000 | inhibition, % at 20 µM, or IC50 in µM where a hit was titrated;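 also: plate controls were DMSO vehicle for no effect and wells lacking substrate for full effect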
Ins promoter up cell count: second read-out of Ins promoter up, no call of its own (marks repeat the call); cell count; measured here: cytotoxicity, nuclei count;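 total cells summed across four imaged fields per well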
Starred values were filed as active, the others as inactive; & = joins results of further samples. Rule as the data show it, unless noted: active = inhibition above about 50%; inactive = the rest.

Results for COc1ccc(S(=O)(=O)N(C)CC(=O)Nc2ccc3c(c2)OCO3)cc1 ?
TNAP activators: 1.1; Salmonella PhoP GFP: -12%; human PMI inhibitors: -7%; West Nile antiviral: -0.7%; RSV CPE inhibition: -0.2%; Ins promoter up: 0.24; SV40 large T antigen: 3%; ER stress rescue: 1.5%; PMI inhibitors: -8%; Ins promoter up cell count: 877

How did Cc1nnc(SCC(=O)NC(=O)NCCC(C)C)s1 do in these assays?
TNAP activators: 1.1; Salmonella PhoP GFP: -2%; human PMI inhibitors: 1%; West Nile antiviral: 0.6%; RSV CPE inhibition: 0.4%; Ins promoter up: -0.87; SV40 large T antigen: 11%; ER stress rescue: -0.8%; PMI inhibitors: -10%; Ins promoter up cell count: 1247

How did Nn1c(Cc2cccc3ccccc23)nnc1SCCOc1ccc(F)cc1 do in these assays?
TNAP activators: 1.1; Salmonella PhoP GFP: 26%; human PMI inhibitors: 11%; West Nile antiviral: -1.9%; RSV CPE inhibition: 15%; Ins promoter up: -0.4; SV40 large T antigen: -4%; ER stress rescue: 1.2%; PMI inhibitors: 9%; Ins promoter up cell count: 1404

Results for CC(C)Oc1ccc(/C=N/NC(=O)C2CCCN2S(=O)(=O)c2ccc(Cl)cc2)cc1 (stereo not given) ?
TNAP activators: 1.1; Salmonella PhoP GFP: 10%; human PMI inhibitors: 22%; West Nile antiviral: 0.0%; RSV CPE inhibition: 15%; Ins promoter up: -0.98; SV40 large T antigen: 1%; ER stress rescue: -0.3%; PMI inhibitors: 17%; Ins promoter up cell count: 1751

Results for CCCn1c(=O)c(C(=O)NCc2ccc3c(c2)OCO3)c(O)c2ccccc21 ?
Salmonella PhoP GFP: -4%; West Nile antiviral: 0.0%; RSV CPE inhibition: -0.1%; SV40 large T antigen: 10%

Results for CC(/C=N/NC(=O)c1cccs1)=C\c1ccccc1 ?
TNAP activators: 1; Salmonella PhoP GFP: -7%; human PMI inhibitors: -9%; West Nile antiviral: -0.7%; RSV CPE inhibition: 8.4%; Ins promoter up: -0.29; SV40 large T antigen: 6%; ER stress rescue: -0.9%; PMI inhibitors: -12%; Ins promoter up cell count: 1170

What do the screens show for `O=C(Cn1nc(-c2ccccc2)ccc1=O)NCc1ccc2c(c1)OCO2`?
TNAP activators: 1.1; Salmonella PhoP GFP: -11%; human PMI inhibitors: 7%; West Nile antiviral: 0.2%; RSV CPE inhibition: -1.3%; Ins promoter up: -0.08; SV40 large T antigen: 6%; ER stress rescue: -1.5%; PMI inhibitors: 8%; Ins promoter up cell count: 1350

Results for O=C(COC(=O)CCN=C1NS(=O)(=O)c2ccccc21)NC1CCCCCCC1 ?
Salmonella PhoP GFP: -9%; West Nile antiviral: 0.2%; RSV CPE inhibition: -0.5%; Ins promoter up: -0.31; SV40 large T antigen: 31%; Ins promoter up cell count: 1038

Results for CCOC(=O)N1CCN(S(=O)(=O)c2cn(C)c(=O)n(C)c2=O)CC1 ?
Salmonella PhoP GFP: 3%; West Nile antiviral: -0.1%; RSV CPE inhibition: -0.5%; SV40 large T antigen: -6%

What do the screens show for `CNC(=O)C1Cc2ccccc2CN1S(=O)(=O)c1ccc(OC)c(OC)c1` (stereo not given)?
Salmonella PhoP GFP: 2%; West Nile antiviral: -0.2%; RSV CPE inhibition: -2.9%; SV40 large T antigen: 19%

How did O=C(Oc1ccc(N2C(=O)C3C4CCC(C4)C3C2=O)cc1)c1ccco1 (stereo not given) do in these assays?
Salmonella PhoP GFP: -4%; West Nile antiviral: -0.2%; RSV CPE inhibition: 1.2%; SV40 large T antigen: 6%

How did Cc1nc2ccc(Cl)cc2c(-c2ccccc2)c1CC(=O)O do in these assays?
TNAP activators: 1.1; Salmonella PhoP GFP: -8%; human PMI inhibitors: -17%; West Nile antiviral: 0.1%; RSV CPE inhibition: 3.5%; Ins promoter up: -0.39; SV40 large T antigen: 10%; ER stress rescue: -1.6%; PMI inhibitors: -17%; Ins promoter up cell count: 1286

What do the screens show for `CC(=O)NCCNC(=O)C1CCCCN1S(=O)(=O)c1ccccc1` (stereo not given)?
TNAP activators: 1.1; Salmonella PhoP GFP: -9%; human PMI inhibitors: -1%; West Nile antiviral: 1.1%; RSV CPE inhibition: -0.8%; Ins promoter up: 0.8; SV40 large T antigen: 15%; ER stress rescue: -0.2%; PMI inhibitors: -3%; Ins promoter up cell count: 1282

Results for Cc1ccc(N(CC(=O)N2CCc3ccccc3C2)S(C)(=O)=O)cc1 ?
Salmonella PhoP GFP: 0%; West Nile antiviral: -0.3%; RSV CPE inhibition: 1.5%; SV40 large T antigen: 6%

What do the screens show for `CCOc1ccccc1CNC(=O)c1nn(CC)cc1[N+](=O)[O-]`?
TNAP activators: 1.1; Salmonella PhoP GFP: 4%; human PMI inhibitors: 7%; West Nile antiviral: 0.3%; RSV CPE inhibition: 3.1%; Ins promoter up: -0.24; SV40 large T antigen: 7%; ER stress rescue: 0.5%; PMI inhibitors: 4%; Ins promoter up cell count: 1383

Filtered by structure: the compounds so far containing an aryl thioether with sulfur outside any ring.
How did Cc1nnc(SCC(=O)NC(=O)NCCC(C)C)s1 do in these assays?
TNAP activators: 1.1; Salmonella PhoP GFP: -2%; human PMI inhibitors: 1%; West Nile antiviral: 0.6%; RSV CPE inhibition: 0.4%; Ins promoter up: -0.87; SV40 large T antigen: 11%; ER stress rescue: -0.8%; PMI inhibitors: -10%; Ins promoter up cell count: 1247

How did Nn1c(Cc2cccc3ccccc23)nnc1SCCOc1ccc(F)cc1 do in these assays?
TNAP activators: 1.1; Salmonella PhoP GFP: 26%; human PMI inhibitors: 11%; West Nile antiviral: -1.9%; RSV CPE inhibition: 15%; Ins promoter up: -0.4; SV40 large T antigen: -4%; ER stress rescue: 1.2%; PMI inhibitors: 9%; Ins promoter up cell count: 1404

Next part.
What do the screens show for `CCOc1ccc(-n2ccnc2SCC(=O)Nc2nnc(C)s2)cc1`?
TNAP activators: 1; Salmonella PhoP GFP: -3%; human PMI inhibitors: 8%; West Nile antiviral: 0.2%; RSV CPE inhibition: 0.7%; Ins promoter up: -0.15; SV40 large T antigen: 12%; ER stress rescue: 2.8%; PMI inhibitors: 3%; Ins promoter up cell count: 1584

What do the screens show for `Cn1c(CC(=O)Nc2ccccc2F)nnc1SCC(=O)Nc1nncs1`?
Salmonella PhoP GFP: 1%; West Nile antiviral: -0.2%; RSV CPE inhibition: 1.0%; SV40 large T antigen: 6%

How did CC(CCc1ccc(O)cc1)NCc1ccc(Cl)cc1Cl (stereo not given) do in these assays?
Salmonella PhoP GFP: -1%; West Nile antiviral: -1.2%; RSV CPE inhibition: 0.1%; SV40 large T antigen: 15%

Results for CCN(CC)S(=O)(=O)c1ccc(NC2c3ccccc3C(=O)N2CCN2CCOCC2)cc1 (stereo not given) ?
TNAP activators: 1; Salmonella PhoP GFP: 10%; human PMI inhibitors: 15%; West Nile antiviral: -0.4%; RSV CPE inhibition: 1.0%; Ins promoter up: 1.7; SV40 large T antigen: 9%&15%; PMI inhibitors: 18%; Ins promoter up cell count: 1736

Results for COC(=O)C1=C(O)CSC1=Nc1ccc(C)cc1 ?
TNAP activators: 1.1; Salmonella PhoP GFP: 0%; human PMI inhibitors: -4%; West Nile antiviral: 0.2%; RSV CPE inhibition: 2.7%; Ins promoter up: -0.17; SV40 large T antigen: 6%; ER stress rescue: 0.1%; PMI inhibitors: -5%; Ins promoter up cell count: 1473

How did CCOc1cccc(C(=O)Nc2ccc3c(c2)OCCO3)c1 do in these assays?
Salmonella PhoP GFP: 6%; West Nile antiviral: -0.5%; RSV CPE inhibition: 3.2%; SV40 large T antigen: -1%

What do the screens show for `CC(Sc1nc2cc([N+](=O)[O-])ccc2n1-c1cccc(C(F)(F)F)c1)C(=O)NC(N)=O` (stereo not given)?
TNAP activators: 1; Salmonella PhoP GFP: -6%; human PMI inhibitors: -5%; West Nile antiviral: -0.3%; RSV CPE inhibition: 1.9%; Ins promoter up: -0.12; SV40 large T antigen: 6%; ER stress rescue: -3.2%; PMI inhibitors: -4%; Ins promoter up cell count: 1122

Results for Cn1c(=O)n(CCCO)c(=O)c2c1nc1n2CCCN1Cc1ccccc1 ?
Salmonella PhoP GFP: -2%; West Nile antiviral: -0.4%; RSV CPE inhibition: 4.0%; SV40 large T antigen: 26%

Results for Cc1cc(S(=O)(=O)N2CCCC2)ccc1OCC(=O)N1CCC(C(N)=O)CC1 ?
TNAP activators: 1; Salmonella PhoP GFP: 9%; human PMI inhibitors: -1%; West Nile antiviral: 0.0%; RSV CPE inhibition: -1.3%; Ins promoter up: 0.56; SV40 large T antigen: 3%; ER stress rescue: -1.0%; PMI inhibitors: 6%; Ins promoter up cell count: 1455

Results for COCCN(C(=O)CNC(=O)c1ccco1)C(C(=O)NC1CCCC1)c1ccccc1 (stereo not given) ?
Salmonella PhoP GFP: 0%; West Nile antiviral: -0.2%; RSV CPE inhibition: 1.5%; SV40 large T antigen: 2%

Results for C=C1c2cc(C)c(C)cc2NC(=O)N1c1ccccc1 ?
Salmonella PhoP GFP: -2%; West Nile antiviral: 0.1%; Ins promoter up: -0.02; SV40 large T antigen: 22%; Ins promoter up cell count: 1422

How did Cc1ccc(CNc2ccc(N3CCOCC3)cc2)s1 do in these assays?
TNAP activators: 1.1; Salmonella PhoP GFP: 6%; human PMI inhibitors: 1%; West Nile antiviral: -0.1%; RSV CPE inhibition: 2.0%; Ins promoter up: -0.77; SV40 large T antigen: 14%; ER stress rescue: -1.5%; PMI inhibitors: 6%; Ins promoter up cell count: 919

What do the screens show for `CC(C)C(NC=C1C(=O)OC(C)(C)OC1=O)C(=O)O` (stereo not given)?
TNAP activators: 1; Salmonella PhoP GFP: -7%; human PMI inhibitors: -14%; West Nile antiviral: -0.3%; RSV CPE inhibition: 1.4%; Ins promoter up: 0.69; SV40 large T antigen: 9%; ER stress rescue: 1.2%; PMI inhibitors: -9%; Ins promoter up cell count: 655

Results for CCOC(=O)c1c(C)[nH]c(C(=O)COc2ccc3c(c2)OCO3)c1C ?
TNAP activators: 1.2; Salmonella PhoP GFP: 22%; human PMI inhibitors: 10%; West Nile antiviral: -0.3%; RSV CPE inhibition: 2.2%; Ins promoter up: -1.4; SV40 large T antigen: 18%; ER stress rescue: 1.4%; PMI inhibitors: -14%; Ins promoter up cell count: 1442

What do the screens show for `O=C(COc1ccc(Cl)cc1Br)N1CCN(S(=O)(=O)c2ccccc2)CC1`?
Salmonella PhoP GFP: -2%; West Nile antiviral: -0.9%; RSV CPE inhibition: 10%; SV40 large T antigen: 26%

How did COc1ccc(CN(Cc2nc3ccccc3c(=O)[nH]2)C(=O)NC2CCCCC2)cc1 do in these assays?
TNAP activators: 1; Salmonella PhoP GFP: 8%; human PMI inhibitors: 14%; West Nile antiviral: 0.1%; RSV CPE inhibition: 0.9%; Ins promoter up: 0.16; SV40 large T antigen: 22%; ER stress rescue: 1.5%; PMI inhibitors: 11%; Ins promoter up cell count: 1399
